# Bioassay records deposited in PubChem BioAssay by NCI.
# NCI-60 one-dose screen, 48 h, at 10 µM unless noted. Numbers give growth in % (100 = growth as untreated, 0 = no growth, -100 = all killed).
# MDA-MB-435 – MDA-MB-435 melanoma | 7.8% of 82,000 active | AID 1794794
# UACC-62 – UACC-62 melanoma | 5.4% of 81,000 active | AID 1794756
# MALME-3M – MALME-3M melanoma | 5.8% of 78,000 active | AID 1794766
# SK-MEL-5 – SK-MEL-5 melanoma; 6.4% of 80,000 active
# LOX IMVI – LOX IMVI melanoma | 7.4% of 79,000 active
# UACC-257 – UACC-257 melanoma. 4.4% of 78,000 active
# SK-MEL-2 – SK-MEL-2 melanoma | 4.7% of 77,000 active
# SK-MEL-28 – SK-MEL-28 melanoma. 4.1% of 81,000 active. AID 1794761
# Starred values were filed as active, the others as inactive; · = no result given; & = joins results of further samples; ! = a repeat was not active; [ ] = another dose, or the depositor's remark. How the source made its calls: active means growth percent below 10; inactive means the rest. An excerpt, so the mix of outcomes need not match the whole.
SMILES,MDA-MB-435,UACC-62,MALME-3M,SK-MEL-5,LOX IMVI,UACC-257,SK-MEL-2,SK-MEL-28
COc1ccc(/C=C\c2cc(OC)c(OC)c(OC)c2)c(NS(=O)(=O)c2ccc(C)cc2)c1O,-33*,53,92,-42*,18,67,-6.3*,62
COC(=O)CN(C)P(=O)(N1CC1)N1CC1,107,98,·,99,101,101,98,110
CCc1cc2c(cc1O)C(C)(C)CCC2(C)C,111,103,98,102,94,·,102,111
OC12C[C@@H](C3CO[C@@H]1O3)n1c(nc3ccccc31)N2,100,110,110,100,98,92,·,105
C[S+]1C=Cc2ccccc2C1c1ccc(Cl)cc1 (centres undefined),75,96,103,99,91,93,93,103
Oc1c(Br)cc(Br)cc1Br.[Cu+2],105,109,86,102,89,101,95,101
CN1CCC2(CC1)C(C#N)C(=O)NC(=O)C2C#N (centres undefined),98,101,107,102,100,91,113,95
COc1cc(OC)cc(C2(C#N)CCN(C)CC2)c1,98,99,79,98,96,100,97,111
CC(C)CCS(=O)(=O)C(c1ccccc1)c1ccccc1,98,80,96,96,91,108,110,96
Cc1ccc(N2CCN(CCC#N)CC2)cc1,101,99,70,82,101,84,110,99
CC(=O)NC1CCSC1=O (centres undefined),103&102,101&104,108&106,108&105,108&97,98&114,108&105,112&115
C[C@]12CC[C@H]3[C@@H](CC=C4c5nc(N)sc5CC[C@@]43C)[C@@H]1CC[C@@H]2O,93,88,107,98,104,93,98,113
O=C1C2CCC1C(N1CCCC1)CC2 (centres undefined),97,97,95,100,98,93,103,102
COc1ccc(OC)c(NC2=N[C@]34CC(=O)CC[C@]3(C)[C@H]3CC[C@]5(C)C(=O)CC[C@H]5[C@@H]3C[C@@H]4S2)c1,90,83,85,95,81,97,76,103
CNC(=O)Oc1cccc2ccccc12,116,99,123,101,83,104,81,101
CC1=C2C(=O)[C@](C)(CO)C=C2C(=O)[C@](C)(O)C12CC2,·,7.3*,-24*,24,-26*,25,-36*,18
CC(Cc1ccccc1)N(C)CC1C(=O)C2CCC1C2 (centres undefined),109,94,95,105,90,109,112,101
CC(=O)O[C@H]1CC[C@H]2[C@@H]3CC=C4c5nc(Cc6ccccc6)sc5CC[C@]4(C)[C@H]3CC[C@]12C,80,81,112,75,83,91,103,104
O=C1NC(=O)C(C2CCCCCC2)C(=O)N1,118,106,98,111,113,114,106,119
COc1ccccc1NC1=N[C@]23CC(=O)CC[C@]2(C)[C@H]2CC[C@]4(C)C(=O)CC[C@H]4[C@@H]2C[C@@H]3S1,102,103,91,105,95,109,112,100
CCN(CC)CCOC(=O)C(OCCCc1ccccc1)(c1ccccc1)c1ccccc1,92,99,95,79,95,·,89,98
O=C(OCC(Cl)(Cl)Cl)OCC(Cl)(Cl)Cl,·,108,·,115,105,104,·,116
c1c2c(cc3c1OCO3)CNCC2,103,99,96,108,97,87,104,110
CCC(C)/C=C(C)/C=C/C(=O)c1c(O)c(-c2ccc(O)cc2)c[nH]c1=O (centres undefined),24,49,75,63,40,56,89,91
O=S(=O)(F)c1ccc(O)cc1,101,98,94,98,103,103,91,109
N[C@H]1C[C@@H](C(=O)O)CC1=C(F)F,106,95,103,100,92,94,91,108
O=C(Cc1ccccc1)c1ccccc1,102,111,99,100,106,98,110,113
Nc1ccc(CNC(=O)Nc2ccc(S(=O)(=O)F)cc2)cc1,101,94,92,97,92,90,98,103
NC1(c2cn(-c3cccc(Cl)c3)nn2)CCCCC1,98,96,97,103,96,98,102,105
C1CCN(C2CCNCC2)C1,103,104,101,103,104,85,90,99
N#CC1=C(C#N)C(=O)C(Cl)=C(Cl)C1=O,117,104,99,·,·,93,·,107
CCCCCC(C)NC(=O)CCl (centres undefined),105,105,90,101,93,83,84,93
CC[C@H](C)[C@H](NC(=O)C12C3C4C1C1C2C3C41NC(C)=O)C(=O)N(C)[C@H](C[C@@H](OC(C)=O)c1nc(C(=O)N[C@@H](Cc2ccccc2)C[C@H](C)C(=O)OC)cs1)C(C)C (some centres undefined),-33*,·,59,-13*,15,44,49,60
CCC(C)(C)[C@H](NC(=O)[C@H]1CCCCN1C)C(=O)N(C)[C@H](C[C@@H](OC(C)=O)c1nc(C(=O)N[C@@H](Cc2ccccc2)C[C@H](C)C(=O)O)cs1)C(C)C,-47*,31,27,-18*,16,56,22,45
C=C[Si]12OCCN(CCO1)CCO2,103,101,98,105,94,104,105,107
CC(COC(=O)NCc1ccc(Cl)cc1)OC(N)=O (centres undefined),101,112,105,101,95,53,105,103
NCCc1ccccn1,103&96,109&97,102&84,97&104,104&90,107&102,81&112,112&106
CC(=O)O[C@H](C[C@H](C(C)C)N(C)C(=O)[C@@H](NC(=O)[C@H]1CCCCN1C)C(C)C)c1nc(C(=O)NC2CCC(C(=O)O)CC2)cs1 (some centres undefined),-29*,28,62,50,36,50,37,71
CCOC(=O)c1c(C)n(Cc2ccccc2)c2ccc3c(c12)NC(=O)C(CC(=O)O)O3 (centres undefined),108,97,100,101,92,100,106,126
CCCCCCc1cc(O)c2c3c(c(=O)oc2c1)CCC(C)C3 (centres undefined),104,98,100,97,99,97,105,94
C/C=C/CC(C)C(O)[C@H](NC(=O)[C@@H]1CCCN1C(=O)C(C)(C)NC(=O)CCCCCCCCC)C(=O)N[C@@](C)(CC)C(=O)N[C@@H](CCC(N)=O)C(=O)N[C@H](CCC(N)=O)C(=O)NC(C)(C)C(=O)NC(C)(C)C(=O)N[C@@H](CCC(N)=O)C(=O)N[C@H](CC(C)C)C(=O)N[C@H](CO)CC(C)C (some centres undefined),-6.3*,-19*!,-22*,-55*!,1.5*,3.4*,89&13,-78*
C1CN1CN1CC1,116,106,84,111,103,109,101,112
CC12CCC3C(CCC4=CC(=O)CCC43C)C1C/C(=C\c1ccc(N(CCCl)CCCl)cc1)C2=O (centres undefined),115,92,99,75,82,94,109,106
COc1cc2c(cc1OCCCn1c(-c3ccccn3)nc3ccccc31)N=C[C@@H]1CCCN1C2=O,-24*,-76*,-9.0*,-70*,-7.4*,·,-71*,5.4*
CC(=O)Nc1ccc(S(=O)(=O)F)cc1,106,103,94,102,95,102,104,111
O=C1C(Cl)=C(N2CCOCC2)C(=O)c2ccccc21,67,105,48,92,77,54,119,118
Cc1ccc2c(C)ccc(C)c2c1,100,98,116,111,103,103,107,117
O=C(/C=C/c1sc(N(CCCl)CCCl)nc1Cl)c1ccc(Cl)cc1,103,77,108,100,88,97,95,100
C1CN2CCOB(O1)OCC2,101,107,100,103,95,·,113,107
CCC1C(=O)NC(=O)NC1=O,110,·,98,103,98,·,101,111
CC(Cc1ccccc1)NC(N)=O (centres undefined),100&108,104&104,108&106,102&94,98&90,99,108&101,111&108
COc1ccc(C(Cc2ccccc2)NC(C)C)cc1 (centres undefined),106,96,83,96,87,98,99,106
C[C@H]1C[C@@H]2[C@H](CC[C@]3(C)C(=O)CC[C@@H]23)[C@H]2CCC(=O)C=C12,103,100,122,102,100,62,108,105
CCCCSP(=S)(SCCCC)SCCCC,100,92,103,96,97,92,·,113
CC/C(=C/c1ccc2c(c1)OCO2)[N+](=O)[O-],104,100,94,105,96,112,133,105
CC1(C)C(C(=O)c2cn(CCO)c3ccccc23)C1(C)C,106,97,113,102,96,101,104,114
Cc1c(N)nc([C@H](CC(N)=O)NC[C@H](N)C(N)=O)nc1C(=O)N[C@H](C(=O)N[C@H](C)[C@@H](O)[C@H](C)C(=O)N[C@H](C(=O)NCCc1nc(-c2nc(C(=O)NCCC[S+](C)C)cs2)cs1)[C@@H](C)O)C(OC1OC(CO)C(O)C(O)C1OC1OC(CO)C(O)C(OC(N)=O)C1O)c1cnc[nH]1 (some centres undefined),85[2.5 µM],44[2.5 µM],46[2.5 µM],34[2.5 µM],14[2.5 µM],32[2.5 µM],125[2.5 µM],·
COc1cc(C(=O)N/N=C/c2ccc(N(CCCl)CCCl)cc2)cc(OC)c1OC,14,66,·,81,72,96,86,79
C#CC1(O)CCC(C(C)(C)C)CC1 (centres undefined),90,104,115,105,110,97,112,120
O=C1CC23c4ccccc4N4C(=O)CC5OCC=C6CN1C2CC6C5C43 (centres undefined),114,99,107,109,96,93,122,105

# Reprinted at random: three records from the list.
SMILES,MDA-MB-435,UACC-62,MALME-3M,SK-MEL-5,LOX IMVI,UACC-257,SK-MEL-2,SK-MEL-28
COc1cc(C(=O)N/N=C/c2ccc(N(CCCl)CCCl)cc2)cc(OC)c1OC,14,66,·,81,72,96,86,79
O=C(/C=C/c1sc(N(CCCl)CCCl)nc1Cl)c1ccc(Cl)cc1,103,77,108,100,88,97,95,100
CC12CCC3C(CCC4=CC(=O)CCC43C)C1C/C(=C\c1ccc(N(CCCl)CCCl)cc1)C2=O (centres undefined),115,92,99,75,82,94,109,106

# Arranged by count of non-hydrogen atoms (low to high): part of the list above
SMILES,MDA-MB-435,UACC-62,MALME-3M,SK-MEL-5,LOX IMVI,UACC-257,SK-MEL-2,SK-MEL-28
C1CN2CCOB(O1)OCC2,101,107,100,103,95,·,113,107
Cc1ccc2c(C)ccc(C)c2c1,100,98,116,111,103,103,107,117
CCCCSP(=S)(SCCCC)SCCCC,100,92,103,96,97,92,·,113
O=C1C(Cl)=C(N2CCOCC2)C(=O)c2ccccc21,67,105,48,92,77,54,119,118
CC12CCC3C(CCC4=CC(=O)CCC43C)C1C/C(=C\c1ccc(N(CCCl)CCCl)cc1)C2=O (centres undefined),115,92,99,75,82,94,109,106
COc1cc2c(cc1OCCCn1c(-c3ccccn3)nc3ccccc31)N=C[C@@H]1CCCN1C2=O,-24*,-76*,-9.0*,-70*,-7.4*,·,-71*,5.4*

# New compounds follow:
SMILES,MDA-MB-435,UACC-62,MALME-3M,SK-MEL-5,LOX IMVI,UACC-257,SK-MEL-2,SK-MEL-28
Cc1ccc(-c2nc(-c3ccc(N=Cc4ccc(N(CCCl)CCCl)cc4C)cc3)cs2)cc1,84,66,104,87,77,80,148,93
[Cl][Hg][c]1ccc2ccccc2c1,-76*,-43*,·,-100*,-100*,-87*,-91*,-89*
COc1ccc(CCC(C)N)cc1 (centres undefined),103,99,94,102,95,·,106,103
CCC(=O)Nc1ccc(Cl)c(Cl)c1,107,97,102,101,98,102,94,102
O=C(O)c1cc(C(=O)O)cc(S(=O)(=O)F)c1,113,107,121,·,91,121,127,112
Oc1ccc(Br)cc1CN1CCN(Cc2cccc(F)c2)CC1,90,73,70,92,82,82,85,104
COCCOC(=S)SSC(Cl)(Cl)Cl,104,110,113,114,96,89,141,115
C/C(=N\N1CN(C(C)C(=O)O)P(Nc2ncn[nH]2)N=C1N)c1cccs1 (centres undefined),99,105,95,103,96,106,102,115
CC(C)(C)NC(=O)OCCN1CC1,103,111,114,103,87,102,116,114
c1ccc2c(c1)Nc1ccccc1S2,86,78,83,92,89,101,·,110
C=CC12CCN(CC1)C(C(O)c1ccnc3ccc(OC)cc13)C2 (centres undefined),57,93,26,53,89,52,97,85
CC12CCC3C(CCC4=CC(=O)CCC43CF)C1CCC2=O (centres undefined),100,115,94,109,97,97,97,117
C#CC1(O)CCCC(C)C1 (centres undefined),101,100,102,98,99,105,106,112
O=C1NC(=O)C(=Cc2cccn2CCCn2c3ccccc3c(=O)c3ccccc32)C(=O)N1,104,87,114,95,97,102,109,110
CC(CC(C#N)(c1ccccc1)c1ccccc1)N1CCOCC1 (centres undefined),118,80,120,102,102,106,101,123
COc1cc2c(cc1OC)C13CCN4CC5=CCOC6CC(=O)N2C1C6C5CC43 (centres undefined),110&112,88&104,103&126,91&93,97&101,104,77&116,105&114
Cc1cccc(C)c1CCl,100,102,93,98,99,105,116,106
Cc1ccc(C(=O)OC(C(=O)O)C(OC(=O)c2ccc(C)cc2)C(=O)O)cc1 (centres undefined) (tested in a mixture with another compound),51,45,52,15,56,46,77,58
C[C@@]1(CCCCCCCCCc2ccc(O)cc2)C[C@]2(C)OC(=O)C[C@@H]2OO1,109,95,105,105,-81*,102,117,100
CCCCN(CCCC)CC(O)c1ccccc1 (centres undefined),105,105,·,118,103,106,115,103
CCc1ccc([N+](=O)[O-])cc1,107,93,117,99,105,106,103,106
CC[C@H](NC(=O)[C@H]1CCCCN1C)C(=O)N(C)[C@H](C[C@@H](OC(C)=O)c1nc(C(=O)N[C@@H](Cc2ccccc2)C[C@H](C)C(=O)O)cs1)C(C)C,-36*,27,76,-40*,13,53,37,74
Clc1ccccc1CC(c1ccccc1)N1CCCCC1 (centres undefined),96,100,97,103,88,·,97,98
O=C1NC(=O)C(=Cc2cccn2CCCCn2c3ccccc3c(=O)c3ccccc32)C(=O)N1,80,66,96,74,83,91,93,96
Nc1ccccc1Cl,109,99,95,104,108,117,·,115
O=[N+]([O-])c1cc(C(F)(F)F)cc([N+](=O)[O-])c1Cl,109,106,110,111,105,106,101,110
O=[N+]([O-])c1cc[n+]([O-])c2ccccc12,-71*,-85*,-69*,-92*,-74*,-47*,-56*,-87*
CC(=O)O[C@@H]1C[C@H]2O[C@@H]3C=C(C)CC[C@]3(C)[C@]1(C)[C@]21CO1,2.0*,2.7*,5.5*,-51*,-41*,·,-3.9*,-1.3*
COCCNC(=O)c1c(N)n(Cc2ccco2)c2nc3ccccc3nc12,104,81,88,99,93,108,111,119
Cc1cc(C)nc(C)c1.[Cl][Hg][Cl],84,95,93,106,80,94,99,94
